Rev-RRE block = HIV Rev-RRE protein-RNA interaction inhibition. Rev peptide-RRE RNA binding, FRET. inhibition, % at 8 µM. 97,000 compounds, 0.79% hits. AID 704;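 active = inhibition above the screen-wide mean plus 3 SD, cut at about 35% in these data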;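 also: 0% = median DMSO wells and 100% = median Neomycin B control wells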
Target sequence (P05866 whole entry, looked up): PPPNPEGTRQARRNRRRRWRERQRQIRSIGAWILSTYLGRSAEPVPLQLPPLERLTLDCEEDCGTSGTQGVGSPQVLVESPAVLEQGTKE
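Assay system: Labelled RRE RNA duplex and labelled Rev peptide | Times: 5 min preincubation and 15 min binding, 25 °C | Detection: FRET, ex 480 nm, em 540 and 671 nm | Evaluation: % inhibition of FRET ratio versus controls | Benchmarks: DMSO wells as 0% and neomycin B wells as 100% inhibition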
ERa coact pot = enhances coactivator binding to human estrogen receptor alpha; P03372; TR-FRET ERalpha-LBD/SRC-Cy5 coactivator binding, 2 h; 100 = basal binding, no effect; coactivator binding (% of control), % at 25.6 µM; 86,000 compounds, 1.3% hits; AID 639; in the data active = activity above about 200%;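 also: binding measured in presence of low estradiol as agonist stimulus; 0% = peptide alone without receptor and 100% = receptor with peptide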
Mac1 fbg inh = CD11b/CD18-fibrinogen binding inhibition; P05107+P11215; 93,000 compounds, 0.54% hits; inhibition, % at 10 µM; K562 CD11b/CD18 adhesion to fibrinogen, ATPlite luminescence; Mn2+ added to activate the integrin; AID 1497;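 active = primary inhibition of 50% or more at 10 µM, then 40% or more on retest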; also: some results filed as inactive read as strong as hits
Target sequence (P05107 whole entry, looked up, other chains not shown): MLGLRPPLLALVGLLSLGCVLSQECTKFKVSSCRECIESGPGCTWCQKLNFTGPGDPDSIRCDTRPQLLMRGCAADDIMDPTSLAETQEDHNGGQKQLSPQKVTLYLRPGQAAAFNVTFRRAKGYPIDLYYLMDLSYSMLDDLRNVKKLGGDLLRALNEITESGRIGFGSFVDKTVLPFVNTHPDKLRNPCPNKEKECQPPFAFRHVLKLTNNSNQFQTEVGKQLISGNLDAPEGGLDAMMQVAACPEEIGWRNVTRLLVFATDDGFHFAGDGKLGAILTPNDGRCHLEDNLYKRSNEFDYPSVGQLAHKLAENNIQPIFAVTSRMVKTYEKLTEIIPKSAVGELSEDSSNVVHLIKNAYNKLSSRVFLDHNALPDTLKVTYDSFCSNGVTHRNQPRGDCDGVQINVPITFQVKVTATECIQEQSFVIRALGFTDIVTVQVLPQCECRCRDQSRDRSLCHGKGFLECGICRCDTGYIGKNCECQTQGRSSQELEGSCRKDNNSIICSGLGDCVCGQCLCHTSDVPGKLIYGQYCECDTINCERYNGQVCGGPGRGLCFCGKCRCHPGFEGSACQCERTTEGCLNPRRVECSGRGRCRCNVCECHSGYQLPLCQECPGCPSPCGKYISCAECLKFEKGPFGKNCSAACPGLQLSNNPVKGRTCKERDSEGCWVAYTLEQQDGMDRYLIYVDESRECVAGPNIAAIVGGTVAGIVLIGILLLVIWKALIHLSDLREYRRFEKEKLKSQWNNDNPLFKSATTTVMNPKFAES
FAK blocker = blocks human focal adhesion kinase activity; AID 727; Q05397; biochemical FAK kinase activity assay; inhibition, %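 (tested at 7 µM)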; 97,000 compounds, 0.84% hits; in the data active = inhibition above about 19%;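 also: 0% = DMSO and 100% = reference compound high control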
ERb SRC1 inh = blocks coactivator binding to human estrogen receptor beta; Q92731; 86,000 compounds, 1.3% hits; TR-FRET ER-beta LBD / SRC1-Cy5 peptide binding; receptor agonist-loaded with 1 µM estradiol; AID 633; inhibition, % at 25.6 µM;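 active = compounds whose percent inhibition of the receptor-coactivator binding signal exceeds about 50% in the single-dose screen, limit read from the data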;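 also: 0% = receptor plus peptide wells without compound and 100% = peptide-only wells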
ERa coact inh = ER-alpha (human) coactivator binding inhibition; TR-FRET ER-alpha LBD / SRC-1 peptide, estradiol-bound; P03372; inhibition, % at 25.6 µM; 86,000 compounds, 1.7% hits; in the data active = inhibition above about 50%;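 also: 0% = receptor plus peptide control and 100% = peptide only without receptor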
PLK1 PBD inh = Plk1 (human) PBD binding inhibition; 97,000 compounds, 0.13% hits; Plk1 PBD phosphopeptide binding, fluorescence polarization; inhibition, %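 (tested at about 20 µM)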; in the data active = inhibition above about 34%, passing the limit was not always enough
CD11b adhes enh = enhancers of human CD11b/CD18 binding to fibrinogen; K562 CD11b/CD18 adhesion to fibrinogen, ATPlite luminescence; activation, % at 10 µM; 93,000 compounds, 0.07% hits; AID 1499;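 active = 10 µM primary screen giving 50% or more activity, confirmed by 40% or more on retest at that dose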; also: strong numbers were not always called active
PLK1 kinase inh = PLK1 (human) kinase inhibition; recombinant PLK1 kinase, TR-FRET peptide phosphorylation; inhibition, % at 10 µM; 97,000 compounds, 0.53% hits; AID 619;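 active = inhibition of 50% or more in the single-concentration screen; inactive = inhibition below 50%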;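 also: 0% = DMSO max control and 100% = H-89 dihydrochloride min control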
* hit, by the source's call; [ ] = remark or other dose.

What do the screens show for `Cc1onc(-c2ccccc2Cl)c1C(=O)Nc1cccnc1`?
Rev-RRE block: 6; ERa coact pot: 107; Mac1 fbg inh: -30; FAK blocker: 4; ERb SRC1 inh: -7; ERa coact inh: -38; PLK1 PBD inh: -12; CD11b adhes enh: -1; PLK1 kinase inh: -9

Results for O=C(c1cc(S(=O)(=O)N2CCOCC2)ccc1F)N1CCN(Cc2ccccc2)CC1 ?
ERa coact pot: 101; Mac1 fbg inh: 5; ERb SRC1 inh: -3; ERa coact inh: 1; CD11b adhes enh: 2

How did OCCCNC(=S)Nc1ccc2nc(-c3ccccn3)c(-c3ccccn3)nc2c1 do in these assays?
Rev-RRE block: 36*; FAK blocker: 4; PLK1 PBD inh: 2; PLK1 kinase inh: -5

How did O=C(C1CCC1)N1CCN(Cc2ccccc2)CC1 do in these assays?
Rev-RRE block: 5; ERa coact pot: 127; Mac1 fbg inh: -5; FAK blocker: 1; ERb SRC1 inh: 0; ERa coact inh: -6; PLK1 PBD inh: -25; CD11b adhes enh: -1; PLK1 kinase inh: 5

Results for O=C(C1=C(O)C(=O)N(CCCN2CCOCC2)C1c1ccccn1)c1cccs1 (stereo not drawn) ?
ERa coact pot: 124; ERb SRC1 inh: -1; ERa coact inh: -4; PLK1 kinase inh: -14

Results for O=C(Nc1nccs1)c1cc(N2CCOCC2)nc2ccccc12 ?
Rev-RRE block: 4; ERa coact pot: 113; Mac1 fbg inh: -14; FAK blocker: -2; ERb SRC1 inh: -2; ERa coact inh: -2; PLK1 PBD inh: -5; CD11b adhes enh: 0; PLK1 kinase inh: -2

How did COc1ccc(CNC(=O)C(=O)NCC2CCCO2)cc1 (stereo not drawn) do in these assays?
Rev-RRE block: 5; ERa coact pot: 124; Mac1 fbg inh: -8; FAK blocker: 2; ERb SRC1 inh: -1; ERa coact inh: 1; PLK1 PBD inh: 14; CD11b adhes enh: -2; PLK1 kinase inh: -14

Results for O=C(CCN1C(=O)c2ccccc2C1=O)N1CCN(Cc2ccc(Cl)cc2Cl)CC1 ?
ERa coact pot: 114; Mac1 fbg inh: 3; ERb SRC1 inh: -5; ERa coact inh: -5; CD11b adhes enh: 0

How did O=C(COc1ccc(S(=O)(=O)N2CCCC2)cc1Cl)NCc1ccco1 do in these assays?
Rev-RRE block: 2; ERa coact pot: 102[fluorescence artefact?]; Mac1 fbg inh: -17; FAK blocker: -1; ERb SRC1 inh: 3; ERa coact inh: -2; PLK1 PBD inh: 4; CD11b adhes enh: 1; PLK1 kinase inh: -11

How did COc1ccccc1/C=N/NC(=Nc1ccc(C)cc1)c1nc2ccccc2s1 do in these assays?
Rev-RRE block: 10; ERa coact pot: 109; FAK blocker: 2; ERb SRC1 inh: -13; ERa coact inh: -3; PLK1 PBD inh: -22; PLK1 kinase inh: -7

What do the screens show for `O=c1nc(-c2ccccc2)cn[nH]1`?
Rev-RRE block: 2; ERa coact pot: 102[fluorescence artefact?]; Mac1 fbg inh: -3; FAK blocker: -1; ERb SRC1 inh: -1[fluorescence artefact?]; ERa coact inh: 3; PLK1 PBD inh: 6; CD11b adhes enh: 5; PLK1 kinase inh: 8

Results for COC(=O)c1ccc2c(=O)n(Cc3ccco3)c(SCC(=O)Nc3ccc(C)c(Cl)c3)nc2c1 ?
Rev-RRE block: 1; ERa coact pot: 122; Mac1 fbg inh: 13; FAK blocker: 0; ERb SRC1 inh: 12; ERa coact inh: 8[fluorescence artefact?]; PLK1 PBD inh: -27; CD11b adhes enh: 47; PLK1 kinase inh: -7

Results for O=C1Nc2ccc(Br)cc2/C1=N/N=C/C1=C(N2CCOCC2)C(=C\c2ccccc2)/CC1 ?
Rev-RRE block: 7; Mac1 fbg inh: 42; FAK blocker: 1; PLK1 PBD inh: -11; CD11b adhes enh: 20; PLK1 kinase inh: -2

How did CCCC(=O)Nc1cccc(-c2nc3cc(C)c(C)cc3o2)c1 do in these assays?
Rev-RRE block: 0; ERa coact pot: 130; Mac1 fbg inh: 17; FAK blocker: 0; ERb SRC1 inh: 1; ERa coact inh: 15; PLK1 PBD inh: -15; CD11b adhes enh: -1; PLK1 kinase inh: -11

Results for COC(=O)c1ccc(Cn2nnc3ccccc3c2=O)o1 ?
Rev-RRE block: 2; Mac1 fbg inh: 11; FAK blocker: 1; PLK1 PBD inh: -8; CD11b adhes enh: -2; PLK1 kinase inh: -10

How did COc1cc(OC)c(C2C(C#N)=C(N)OC3=C2C(=O)CC(C)(C)C3)cc1OC (stereo not drawn) do in these assays?
Rev-RRE block: 3; Mac1 fbg inh: 0; FAK blocker: -6; PLK1 PBD inh: -2; CD11b adhes enh: -4; PLK1 kinase inh: -4

Results for Cc1nn(Cc2ccc([N+](=O)[O-])cc2)c(=O)n1-c1ccccc1 ?
Rev-RRE block: -1; FAK blocker: 1; PLK1 PBD inh: 9; PLK1 kinase inh: -17

Results for CC(C)Nc1nc(NC(C)C)nc(Oc2ccc(OCc3ccccc3)nn2)n1 ?
Rev-RRE block: 5; ERa coact pot: 77; Mac1 fbg inh: -4; FAK blocker: 2; ERb SRC1 inh: 8; ERa coact inh: 8; PLK1 PBD inh: 21; CD11b adhes enh: 2; PLK1 kinase inh: -4

How did Cc1ccc2c(CN3CCN(CCO)CC3)cc(=O)oc2c1 do in these assays?
Rev-RRE block: -1; ERa coact pot: 105; Mac1 fbg inh: -10; FAK blocker: 2; ERb SRC1 inh: 2; ERa coact inh: 4; PLK1 PBD inh: 11; CD11b adhes enh: -3; PLK1 kinase inh: -5

How did CCCn1cnc2c(N)c(C)c(C)cc21 do in these assays?
Rev-RRE block: 5; Mac1 fbg inh: -11; FAK blocker: -7; PLK1 PBD inh: -36; CD11b adhes enh: -1; PLK1 kinase inh: -5

Grouped by structure, the compounds so far with an aryl methoxy group
How did COc1ccc(CNC(=O)C(=O)NCC2CCCO2)cc1 (stereo not drawn) do in these assays?
Rev-RRE block: 5; ERa coact pot: 124; Mac1 fbg inh: -8; FAK blocker: 2; ERb SRC1 inh: -1; ERa coact inh: 1; PLK1 PBD inh: 14; CD11b adhes enh: -2; PLK1 kinase inh: -14

How did COc1ccccc1/C=N/NC(=Nc1ccc(C)cc1)c1nc2ccccc2s1 do in these assays?
Rev-RRE block: 10; ERa coact pot: 109; FAK blocker: 2; ERb SRC1 inh: -13; ERa coact inh: -3; PLK1 PBD inh: -22; PLK1 kinase inh: -7

How did COc1cc(OC)c(C2C(C#N)=C(N)OC3=C2C(=O)CC(C)(C)C3)cc1OC (stereo not drawn) do in these assays?
Rev-RRE block: 3; Mac1 fbg inh: 0; FAK blocker: -6; PLK1 PBD inh: -2; CD11b adhes enh: -4; PLK1 kinase inh: -4

(cont.)
Results for CCc1ccc(N2CC(C(=O)Nc3ccccc3F)CC2=O)cc1 (stereo not drawn) ?
Rev-RRE block: 11; Mac1 fbg inh: 2; FAK blocker: -3; PLK1 PBD inh: -10; CD11b adhes enh: -1; PLK1 kinase inh: -16

Results for O=C1C2C3C=CC(C3)C2C(=O)N1CCc1ccccc1 (stereo not drawn) ?
Rev-RRE block: 8; ERa coact pot: 105[fluorescence artefact?]; Mac1 fbg inh: -52; FAK blocker: -2; ERb SRC1 inh: -10; ERa coact inh: -8; PLK1 PBD inh: -1; CD11b adhes enh: -5; PLK1 kinase inh: -2

How did COc1ccc(C(=O)CSc2n[nH]c(N)n2)cc1 do in these assays?
Rev-RRE block: 6; ERa coact pot: 106; Mac1 fbg inh: -2; FAK blocker: 2; ERb SRC1 inh: -16; ERa coact inh: -10; PLK1 PBD inh: 17; CD11b adhes enh: -1; PLK1 kinase inh: -7

What do the screens show for `Cc1ccc(-c2csc3nnc(SCC(=O)NCc4ccc5c(c4)OCO5)n23)cc1`?
Rev-RRE block: 4; ERa coact pot: 126; Mac1 fbg inh: -13; FAK blocker: 2; ERb SRC1 inh: 3; ERa coact inh: -4; PLK1 PBD inh: -21; CD11b adhes enh: 0; PLK1 kinase inh: -15

Results for O=C(Cn1nnc(-c2cccc(C(F)(F)F)c2)n1)N1CCCCCC1 ?
Rev-RRE block: 12; ERa coact pot: 101[fluorescence artefact?]; Mac1 fbg inh: -22; FAK blocker: 0; ERb SRC1 inh: -2; ERa coact inh: -8; PLK1 PBD inh: -15; CD11b adhes enh: 2; PLK1 kinase inh: -11

Results for CCOC(=O)CNC(=O)c1cnn2cccnc12 ?
Rev-RRE block: 4; ERa coact pot: 104; Mac1 fbg inh: 3; FAK blocker: 1; ERb SRC1 inh: 38; ERa coact inh: 5; PLK1 PBD inh: -11; CD11b adhes enh: 2; PLK1 kinase inh: 1

How did O=C(CCCN1C(=O)C2C3C=CC(C3)C2C1=O)N1CCN(c2ccccc2)CC1 (stereo not drawn) do in these assays?
Rev-RRE block: 3; ERa coact pot: 103[fluorescence artefact?]; FAK blocker: 0; ERb SRC1 inh: -13; ERa coact inh: -10; PLK1 PBD inh: -22; PLK1 kinase inh: -7

Results for C=CCOc1ccc2cccc(/C=N/NC(=O)c3cc4cc([N+](=O)[O-])ccc4s3)c2c1 ?
Rev-RRE block: 2; Mac1 fbg inh: 3; FAK blocker: -7; PLK1 PBD inh: 25; CD11b adhes enh: 28; PLK1 kinase inh: -13

What do the screens show for `COc1cccc(N2C(=O)c3ccncc3C2=O)c1`?
Rev-RRE block: 4; ERa coact pot: 109; Mac1 fbg inh: 0; FAK blocker: -5; ERb SRC1 inh: -12; ERa coact inh: -15; PLK1 PBD inh: 18; CD11b adhes enh: 0; PLK1 kinase inh: -14

What do the screens show for `O=C(CN1CCN(c2ccccc2F)CC1)Nc1ccccc1F`?
Rev-RRE block: -2; ERa coact pot: 116; Mac1 fbg inh: -18; FAK blocker: 1; ERb SRC1 inh: -1; ERa coact inh: 5; PLK1 PBD inh: -26; CD11b adhes enh: 4; PLK1 kinase inh: -2

What do the screens show for `COc1cccc(Cn2c(N)c(C#N)c3nc4ccccc4nc32)c1OC`?
Rev-RRE block: 32; ERa coact pot: 108; Mac1 fbg inh: 5; FAK blocker: 6; ERb SRC1 inh: -10; ERa coact inh: -12; PLK1 PBD inh: -6; CD11b adhes enh: 0; PLK1 kinase inh: 2

How did COc1cc2c(cc1OC)C1Cc3ccc(OC)c(OC)c3CN1CC2 (stereo not drawn) do in these assays?
Rev-RRE block: 5; ERa coact pot: 105; Mac1 fbg inh: -3; FAK blocker: 1; ERb SRC1 inh: -12; ERa coact inh: -16; PLK1 PBD inh: -38; CD11b adhes enh: -4; PLK1 kinase inh: 3

How did CCc1ccc(NC2=NC(C(=O)c3ccccc3)CC(=O)N2)cc1 (stereo not drawn) do in these assays?
Rev-RRE block: -2; ERa coact pot: 108; Mac1 fbg inh: -23; FAK blocker: 2; ERb SRC1 inh: -16[fluorescence artefact?]; ERa coact inh: -6[fluorescence artefact?]; PLK1 PBD inh: 0; CD11b adhes enh: 2; PLK1 kinase inh: -12

Results for COc1ccccc1OCc1ccc(C(=O)NCCN(C)C)o1 ?
Rev-RRE block: 5; ERa coact pot: 119; FAK blocker: 2; ERb SRC1 inh: -12; ERa coact inh: -2; PLK1 PBD inh: 20; PLK1 kinase inh: 3

What do the screens show for `CCCn1c(=N)c(C(=O)NCc2ccc3c(c2)OCO3)cc2c(=O)n3cccc(C)c3nc21`?
Rev-RRE block: 12; ERa coact pot: 26[fluorescence artefact?]; Mac1 fbg inh: -6; FAK blocker: 3; ERb SRC1 inh: 53*[fluorescence artefact?]; ERa coact inh: 79*[fluorescence artefact?]; PLK1 PBD inh: 8; CD11b adhes enh: 6; PLK1 kinase inh: -20
